Chronic BCR inh: inhibitors of chronic active B-cell receptor signaling; actives 0.05% (n = 340,000); Potency, µM (highest dose often 46.1 µM), for inactives: at the highest dose ratio change, negative = lower green/red ratio, most hits filed as inhibitors; ABC-DLBCL IkBa-CBG/CBR reporter, luminescence ratio, 4 h; active means well fitted inhibition curve with a large enough effect in the signal ratio, with a control signal flat, not every such curve was filed as active; inconclusive means small, poorly fitted or top-dose-only effect, or effect the other way, or a change in a side signal; the % refers to the signal ratio;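 further: potency means the concentration at half of the fitted maximal effect; plate controls were basal doxycycline-induced cells for no effect and cells given 10 µM MG132 for full effect; MG132 reads +100%, hits lower the ratio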
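Doxycycline induced both beetle luciferases in TMD8 lymphoma cells; IKK-driven degradation limits the IkappaBalpha-fused green signal, while red luminescence normalises for cell number and nonspecific effects. Compounds tested up to 46 uM, 4 hrs.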
a7 integrin act: activators of alpha7 integrin expression for muscular dystrophy; alpha7betagal myoblasts, beta-gal FDG fluorescence, 48 h; Potency, µM (highest dose often 38.3 µM), for the others: top-dose activation, usual class: activators; actives 0.064% (n = 350,000); AID 624291;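 further: potency means the concentration at half of the fitted maximal effect; 100% = response of the positive control SU9516; nearly all actives have a fitted effect of over 60% in size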
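Alpha7betagal+/- myoblasts (passage 13) were plated 16-24 hr, then exposed to compounds (1:260 dilution of DMSO stock) for 48 hours at 37C. After MPER lysis, β-galactosidase reporter activity was read as FDG fluorescence (ex 480/em 540) after 30 minutes.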
Mito fusion act: inhibitors of mitochondrial division or activators of mitochondrial fusion; S. cerevisiae fusion-defective mutant growth rescue, CellTiterGlo 48 h; Potency, µM (top dose mostly 46.1 µM), for the others: at the highest dose growth rescue (activation), actives largely listed as activators; actives 0.23% (n = 320,000); AID 485298;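 further: potency means the concentration at half of the fitted maximal effect; % of control where 0% means no effect; nearly all actives have a fitted effect of over 45% in size; temperature-sensitive fusion mutants such as fzo1-1 at 37 °C on non-fermentable ethanol glycerol medium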
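S. cerevisiae fusion-defective temperature-sensitive mutants (e.g. fzo1-1, mgm1-5) grown 48 h at 37C in YPEG (ethanol/glycerol non-fermentable) medium with 23 nl compound per well; growth rescue read as CellTiterGlo luminescence.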
TSHR antagonist: blocks TSH signaling through the human TSH receptor | TSHR-expressing cells, TSH-stimulated cAMP HTRF, 2 h; active compounds read low | AID 504810 | actives 0.2% (n = 330,000) | activity change, negative = inhibition, % at 11.5 µM | P16473;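 active means activity change below a set negative limit, meaning inhibition stronger than a set level, cut at about -70% in these data; inconclusive means activity change between two set negative limits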; further: on the % scale 0 is the no-effect control and ±100 the full control effect
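Read-out is FRET at 665 nm (cryptate excitation 337 nm) from a cryptate-tagged anti-cAMP antibody, competed by cell cAMP against cAMP-d2. Compounds are tested on freshly harvested TSHR cells challenged with 4nM TSH (EC80) for 2 hours at 37 deg C.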
Tb PFK block: T. brucei PFK enzyme inhibition. actives 0.17% (n = 330,000). AID 485367. Potency, µM (top dose mostly 57.5 µM), without a hit: at the top dose activity, negative = inhibition, hits mostly inhibitors. T. brucei PFK, ADP-Glo luminescence;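 further: potency means the concentration at half of the fitted maximal effect; 0% = uninhibited 1x PFK enzyme wells and -100% = no-enzyme wells; nearly all actives have a fitted effect of over 60% in size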
Target sequence (O15648 whole entry, looked up): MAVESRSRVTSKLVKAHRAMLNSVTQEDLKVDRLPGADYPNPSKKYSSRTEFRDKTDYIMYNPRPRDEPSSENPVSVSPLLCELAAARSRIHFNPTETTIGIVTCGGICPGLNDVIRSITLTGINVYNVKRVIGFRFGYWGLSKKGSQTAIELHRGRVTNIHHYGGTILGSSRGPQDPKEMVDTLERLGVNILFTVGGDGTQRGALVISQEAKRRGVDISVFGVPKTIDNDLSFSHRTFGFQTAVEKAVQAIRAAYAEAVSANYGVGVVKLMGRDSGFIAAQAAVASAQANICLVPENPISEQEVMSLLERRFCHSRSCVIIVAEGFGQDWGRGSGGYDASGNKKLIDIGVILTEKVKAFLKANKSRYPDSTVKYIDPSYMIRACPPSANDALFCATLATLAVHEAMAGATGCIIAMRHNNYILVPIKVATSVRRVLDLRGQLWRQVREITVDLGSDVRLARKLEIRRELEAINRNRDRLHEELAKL
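In TEA buffer at pH 8.0 with 5 mM MgCl2, enzyme (1.25 nM) converted F6P (0.5 mM) and ATP (0.1 mM) for 45 min at room temperature. ADP product was read by luciferase luminescence.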
TCR act: activates T cell receptor signaling; Potency, µM (doses to about 9.22 µM), for the others: top-dose activation of IL-2 secretion, most hits filed as activators; 330,000 tested, under 10 active; primary human leukocytes, anti-CD3, IL-2 HTRF, 48 h; AID 504894; further: % of control where 0% means no effect
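Primary human leukocytes were stimulated with a-CD3 beads plus compounds for 48 hr without co-stimulation; secreted IL-2 was quantified by HTRF using a-IL-2-K (europium cryptate) and a-IL-2-d2, excited at 320nm with acceptor emission read at 665nm.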
ASM inhibitor: blocks human secretory acid sphingomyelinase; P17405; placental ASM, HMU-PC fluorogenic substrate, 60 min; Potency, µM (highest dose often 57.5 µM), for the others: top-dose activity change, negative = inhibition, most hits filed as inhibitors; actives 0.006% (n = 340,000); further: potency means the concentration at half of the fitted maximal effect
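HMU-PC0 cleavage (9 uM final) by human placental ASM, 60 min at 37 °C following 10 min compound exposure at RT; stopped at pH 10, fluorescence Ex 386/Em 447 nm.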
ELG1 repair inh: blocks ELG1-dependent DNA repair in HEK293T cells | HEK293T ELG1-luciferase reporter, luminescence, 16 h; DNA damage induced by 5-fluorouridine | Potency, µM (titrated, usually from 46.1 µM), for the others: at the highest dose activity change, negative = inhibition, usual class: inhibitors | actives 2.3% (n = 330,000); further: potency means the concentration at half of the fitted maximal effect; on the % scale 0 is the no-effect control and ±100 the full control effect; nearly all actives have a fitted effect of over 55% in size
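Cells (2,000 per well) received 5-fluorouridine plus test compound or DMSO and were incubated 16 hr at 37 °C, 5% CO2. Luciferase activity was read by luminescence 30 min after ONE-Glo addition; signal suppression marked inhibition of damage-induced ELG1 function.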
AT treatment: potential ataxia-telangiectasia treatments restoring KAP-1 phosphorylation; […] A-T fibroblasts, KAP-1 phosphorylation AlphaLISA; neocarzinostatin DNA damage 30 min before lysis; Potency, µM (titrated, usually from 57.5 µM), for the others: top-dose activation, hits mostly activators; actives 0.19% (n = 320,000); AID 485349; further: potency means the concentration at half of the fitted maximal effect; % of control where 0% means no effect; nearly all actives have a fitted effect of over 45% in size
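hTERT-immortalized A-T patient fibroblasts ([…]), 500 cells/well in OPTI-MEM, 1% FBS, got compounds for 60 min, then NCS for 30 min at 37C. Lysates were then assayed for phospho-KAP-1 by AlphaLISA (anti-pKAP1 donor, anti-KAP1 acceptor beads), 6 hr at 25C.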
TSG101-PTAP inh: blocks PTAP/TSG101 interaction to inhibit HIV-1 budding; Potency, µM (titrated, usually from 115 µM), without a hit: at the top dose activity change, negative = inhibition, actives largely listed as inhibitors; Fluorescence polarization, FITC-PTAP peptide / Tsg101 binding; Q99816; 340,000 tested, under 10 active; active means well fitted inhibition curve with a large enough effect in the main read-out, with a control signal flat, not every such curve was filed as active; inconclusive means small, poorly fitted or top-dose-only effect, or effect the other way, or a change in a side signal; inactive means no such curve, though single readings can be large or run the other way; further: potency means the concentration at half of the fitted maximal effect; % of control where 0% means no effect
Target sequence (Q99816 whole entry, looked up): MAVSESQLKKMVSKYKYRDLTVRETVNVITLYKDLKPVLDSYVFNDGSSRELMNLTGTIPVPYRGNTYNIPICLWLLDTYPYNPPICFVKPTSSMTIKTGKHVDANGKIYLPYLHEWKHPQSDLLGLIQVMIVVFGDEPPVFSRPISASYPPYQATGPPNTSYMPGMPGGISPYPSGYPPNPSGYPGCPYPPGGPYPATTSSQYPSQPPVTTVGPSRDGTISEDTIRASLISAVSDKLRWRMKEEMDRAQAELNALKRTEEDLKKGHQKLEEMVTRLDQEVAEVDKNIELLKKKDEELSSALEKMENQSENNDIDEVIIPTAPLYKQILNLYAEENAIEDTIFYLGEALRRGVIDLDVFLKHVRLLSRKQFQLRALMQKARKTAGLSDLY
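Tsg101 binding domain (10 uM final) was mixed with compound and a FITC-labeled PTAP peptide (50 nM final) in HEPES pH 7.5 buffer with NaCl, Tween 20, EDTA and TCEP; fluorescence polarization was read after 20 min at r.t.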
Eya2 inh: blocks the phosphatase activity of human Eya2 | Potency, µM (highest dose often 76.9 µM), inactives show at the top dose activity, negative = inhibition, usual class: inhibitors | O00167 | actives 0.006% (n = 330,000) | recombinant Eya2, OMFP fluorescence dephosphorylation (OMFP is methylfluorescein phosphate); further: potency means the concentration at half of the fitted maximal effect; on the % scale 0 is the no-effect control and ±100 the full control effect
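Eya2 (0.2 uM) preincubated 10 min at ambient with compound, then OMFP substrate added at 50 uM; 10 min reaction in 50 mM HEPES pH 7.5, 50 mM NaCl, 5 uM MgCl2, 0.05% BSA, 1 mM DTT. Fluorescence read at Ex 485/Em 525 nm.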
An asterisk follows results filed as active; ? = inconclusive; . = no result given; [ ] = remark or other dose. Unless noted, the call rests on the fitted dose curve; in most records, active means well fitted curve in the direction sought with a large enough effect; inconclusive means small, poorly fitted or top-dose-only effect, or another doubt; inactive means no such curve, though single readings can be large; an effect the other way counts as inactive or inconclusive.

no. | Structure | Chronic BCR inh | a7 integrin act | Mito fusion act | TSHR antagonist | Tb PFK block | TCR act | ASM inhibitor | ELG1 repair inh | AT treatment | TSG101-PTAP inh | Eya2 inh
1 | Cc1cc(Cl)ccc1NC(=S)NCc1ccccc1Cl | ? | -25% | 27% | -2 | 0% | 4%[46.1 µM] | 1% | 1% | 2% | -3% | 0%
2 | C=CCOc1ccc(/C=C/C(=O)OCC(=O)NCC(=O)Nc2c(C)cc(C)cc2C)cc1 | 2% | -4% | -1% | 2 | 0% | 6% | -1% | ? | 1% | -1% | 21%
3 | Cc1ccc(Nc2nc(CSc3nnnn3-c3ccccc3)cs2)cc1 | . | -26% | 3% | . | . | 1% | -6% | . | . | 2% | .
4 | COc1oc(-c2ccc(Cl)cc2)nc1C(F)(F)F | 19% | -3% | -3% | 6 | 1% | 1%[46.1 µM] | 4% | ? | . | -6% | -5%
5 | CSc1ccc(S(=O)(=O)NC2CC2)cc1 | 4% | 0% | 1% | 2 | 1% | 2% | -1% | -12% | 4% | -4% | -8%
6 | O=S1(=O)N[C@H](c2ccccc2)C[C@H](c2ccc(C(F)(F)F)cc2)O1 | 1% | -7% | -3% | 0 | 0% | 1% | -3% | 1% | 1% | -1% | -3%
7 | CC(C)COP(=O)(c1ccc(N(C)C)cc1)C(Nc1ccccc1)c1ccccc1 (configuration not stated) | 3% | 2% | -6% | 3 | -2% | 7%[46.1 µM] | -11% | -18% | 1% | -1% | 0%
8 | Cc1ccc(CN2C(=O)C(CC(C)C)Nc3ncnc(N4CCN(c5ccccn5)CC4)c32)cc1 (configuration not stated) | -3% | -1% | ? | -18 | 2% | -1% | -1% | ? | -9% | -3% | -1%

Entries above containing two or more sulfur atoms (two):
no. | Structure | Chronic BCR inh | a7 integrin act | Mito fusion act | TSHR antagonist | Tb PFK block | TCR act | ASM inhibitor | ELG1 repair inh | AT treatment | TSG101-PTAP inh | Eya2 inh
3 | Cc1ccc(Nc2nc(CSc3nnnn3-c3ccccc3)cs2)cc1 | . | -26% | 3% | . | . | 1% | -6% | . | . | 2% | .
5 | CSc1ccc(S(=O)(=O)NC2CC2)cc1 | 4% | 0% | 1% | 2 | 1% | 2% | -1% | -12% | 4% | -4% | -8%

Single entries from the list.
C=CCOc1ccc(/C=C/C(=O)OCC(=O)NCC(=O)Nc2c(C)cc(C)cc2C)cc1 in TSHR antagonist = 2
Cc1cc(Cl)ccc1NC(=S)NCc1ccccc1Cl in a7 integrin act = -25%

Other entries
no. | Structure | Chronic BCR inh | a7 integrin act | Mito fusion act | TSHR antagonist | Tb PFK block | TCR act | ASM inhibitor | ELG1 repair inh | AT treatment | TSG101-PTAP inh | Eya2 inh
9 | Cc1ccc2nc3c(cc(C(=O)NCC4CCCO4)c(=N)n3C3CCCC3)c(=O)n2c1 (configuration not stated) | 2% | 4% | 9% | 1 | 5% | -6% | 423%[activator] | -1% | 1% | -6% | 0%
10 | O=[N+]([O-])c1ccc(N/N=C\c2ccccc2OCc2ccccc2)cc1 | ? | 20% | -1% | 0 | -2% | -1%[46.1 µM] | 0% | -2% | 9% | 6% | -1%
11 | CCOC(=O)c1c(C)c[nH]c1C | -8% | 41% | 1% | 3 | 0% | 6% | 22% | 16% | 0% | -5% | -3%
12 | Cc1ccc(C)c(-n2c(-c3csc(C)c3)n[nH]c2=S)c1 | ? | 24% | 4% | -4 | -9% | -18% | -2% | 1% | 1% | -4% | 6%
13 | Cc1ccc(CNS(=O)(=O)NCc2ccccc2F)cc1 | 2% | -7% | 2% | -3 | 0% | 4% | -2% | -10% | 5% | -1% | 7%
14 | COc1ccc(S(=O)(=O)N(C)C)cc1NC(=O)CN1C(=O)NC2(CCCC2)C1=O | 1% | -12% | -8% | 6 | -12% | 0% | 1% | 13% | 1% | -3% | 8%
15 | CCc1ccc(OCc2n[nH]c(=S)n2Cc2ccccc2)cc1 | 7% | 19% | -2% | -7 | 0% | 0% | -13% | 3% | 3% | 0% | -5%
16 | COc1cccc(-c2cc(C(=O)N3CCN(S(=O)(=O)c4ccc(Br)cc4)CC3)[nH]n2)c1 | -11% | ? | -7% | -5 | -3% | -1% | -4% | 23% | 4% | 1% | -5%
17 | CC1=NN(C(=O)COc2ccc(C)c(C)c2)C(O)(c2ccccc2)C1 (configuration not stated) | -2% | -1% | 6% | 4 | 4% | 0%[46.1 µM] | 2% | 3% | -2% | -2% | -25%
18 | C=CCOc1ccc(-c2nc3c(c(=O)[nH]c(=O)n3CCC)n2CCCC)cc1 | -1% | -3% | 0% | -7 | 1% | 4% | 11% | 0% | -2% | -1% | -3%
19 | O=C(O)C1CCN(C(=O)c2cccc3ccccc23)CC1 | -3% | -14% | 0% | -3 | 5% | 4% | 4% | 1% | -1% | -4% | -9%
20 | Cn1c(NC(=O)c2ccccc2Br)cc(=O)n(C)c1=O | 2% | 4% | -5% | -5 | -9% | -1% | 6% | 19% | -5% | -1% | 11%
21 | CCSc1ncnc2sc3c(c12)CCC3 | ? | 7% | -2% | -2 | 4% | -3% | -7% | 0% | . | -3% | 13%
22 | CCCCCC(=O)Nc1c(-c2ccc(OC)cc2)c(=O)c2ccccc2n1C | 4% | -14% | -8% | 34 | -2% | -5% | 5% | 1% | -1% | -4% | -20%
23 | CCNc1nc(Cl)nc(N(NC(C)=O)C(C)C)n1 | 6% | -15% | -3% | 1 | 0% | -1% | 4% | 10% | -18% | -5% | -7%
24 | CC1CCN(CCCNC(=O)c2n[nH]c(=O)c3ccccc23)CC1 | -6% | -5% | 1% | -2 | 0% | -23% | -2% | -21% | 3% | -3% | 15%
25 | Cc1ccc(S(=O)(=O)/N=C(/Nc2ccc3[nH]c(=O)[nH]c3c2)c2ccccc2)cc1 | -13% | 11% | -5% | 5 | 1% | -1% | 1% | 10% | 4% | 0% | 7%
26 | Cc1cccc(C(=O)NCC(c2ccco2)N2CCc3ccccc32)c1 (configuration not stated) | 16% | -11% | 28% | 4 | -2% | -9% | -5% | ? | 0% | 1% | 1%
27 | CC(=O)Nc1cc(S(=O)(=O)Nc2cccc(C)c2)c(C)cc1C | 2% | -4% | 0% | 14 | -1% | 4% | 0% | -18% | -2% | 1% | -1%
28 | Cn1c(=O)n(C)c2cc([N+](=O)[O-])c(N3CCN(C(=O)c4cccc(F)c4)CC3)cc21 | -10% | -9% | 4% | -11 | 0% | 0% | -4% | ? | 1% | 0% | -6%
29 | Cc1c(NC(=O)COC(=O)CSc2ccc([N+](=O)[O-])cc2)c(=O)n(-c2ccccc2)n1C | 0% | -11% | -2% | 5 | -9% | 1% | 2% | 5% | -5% | -4% | -5%
30 | COCCNC(=O)C1CCC(CNS(=O)(=O)c2cccc3nsnc23)CC1 (configuration not stated) | 1% | 3% | 3% | -4 | -7% | 0% | 1% | 6% | 8% | 1% | 0%
31 | COc1cc(CNCCN2CCOCC2)ccc1OCc1ccc(Cl)cc1 | 24% | -60%[inhibitor] | -2% | -4 | 4% | 0% | 4% | ? | 0% | -3% | 11%
32 | O=C(O)Cn1nnc(-c2cccs2)n1 | 1% | 4% | -1% | 4 | 7% | 1% | 4% | -4% | 5% | -3% | 7%
33 | CC(=O)c1ccc(-n2ccc(=O)cc2)cc1 | 4% | 43% | -6% | -1 | 1% | -3% | -4% | 15% | 9% | 0% | 11%

Source: PubChem (National Center for Advancing Translational Sciences (NCATS))
